TDP2 inh: blocks human TDP2 phosphodiesterase activity | O95551 | recombinant TDP2, T5PNP hydrolysis, p-nitrophenol absorbance 415 nm | inhibition, % at 12.8 µM | actives 0.34% (n = 370,000);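 active = inhibition above the mean of all tested compounds plus 3 SD, set per campaign, cut at about 25% in these data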;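 also: 0% = DMSO with enzyme and 100% = buffer with substrate but no TDP2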
Target sequence (O95551 whole entry, looked up): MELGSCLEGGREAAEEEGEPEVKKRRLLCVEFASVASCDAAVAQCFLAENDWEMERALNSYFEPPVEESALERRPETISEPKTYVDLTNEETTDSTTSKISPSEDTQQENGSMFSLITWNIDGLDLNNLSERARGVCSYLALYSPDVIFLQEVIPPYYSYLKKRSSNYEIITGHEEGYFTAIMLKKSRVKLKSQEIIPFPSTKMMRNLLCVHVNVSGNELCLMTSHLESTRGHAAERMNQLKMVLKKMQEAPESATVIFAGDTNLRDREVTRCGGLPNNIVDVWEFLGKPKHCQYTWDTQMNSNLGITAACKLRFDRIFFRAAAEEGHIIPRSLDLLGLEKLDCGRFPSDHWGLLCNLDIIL
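System: recombinant human TDP2 / Amount: 120 nM TDP2 per well / Also added: 5 mM T5PNP chromogenic substrate / Doses: 12.8 µM single point, 1% DMSO / Incubation: 2 h at 37 °C / Detection: p-Nitrophenol epi absorbance / Evaluation: % inhibition relative to enzyme-containing and enzyme-free wells / Repeats: singlicate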
UHRF1 MBD2 ctr: UHRF1 methyl-DNA binding inhibition; Q96T88; inhibition, % at 4.4 µM; UHRF1 binding to methylated oligo, TR-FRET; AID 687016; actives 0.75% (n = 370,000); in the data active = inhibition above about 21%;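 also: UHRF1 SRA domain binding a hemimethylated CpG hairpin DNA probe; 0% = median of test compound wells and 100% = reference inhibitor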
PRMT1 FP inh: blocks human protein arginine methyltransferase 1 | AID 652257 | Q99873 | actives 1.3% (n = 370,000) | inhibition, % at 2.79 µM | recombinant PRMT1, activity-based probe fluorescence polarization;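 active = inhibition above about 21% made by adding two undisclosed values, limit read from the data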
TCR-CD3 inh: human TCR-CD3 binding inhibition; inhibition, % at 9.4 µM; actives 0.37% (n = 360,000); TAMRA-labeled TCR probe fluorescence, biochemical; in the data active = inhibition above about 19%;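 also: recombinant mutant TCR 2C K166C tagged with TAMRA read by polarization; 0% = receptor in buffer alone and 100% = receptor with positive control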
Tn6 DDE FP: disrupts Tn6 cyclic peptide binding to fibrin D-Dimer-E complex. Fibrin DD(E) TRITC-Tn6 fluorescence polarization displacement. inhibition, % at 8.3 µM. actives 0.21% (n = 370,000);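 active = inhibition above a per-campaign cutoff: mean of compounds within control limits plus 3 SD, cut at about 15% in these data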;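 also: 0% = median of all compound wells on the plate and 100% = blocking peptide control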
LEDGF integ inh: blocks HIV-1 LEDGF/p75-dependent DNA integration. TR-FRET IN-LEDGF/p75 DNA integration, Eu/Cy5. inhibition, % at 3.7 µM. actives 0.64% (n = 370,000);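 active = inhibition above the screen-wide mean plus 3 SD, cut at about 13% in these data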;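 also: signal is the Cy5 over europium emission ratio at 671 and 618 nm; 0% = plate median of compound wells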
proKLK7 act: activates the human kallikrein-7 zymogen; P49862; purified proKLK7, EDANS-DABCYL substrate fluorescence; 100% is mature enzyme control, 0% vehicle; activation, % at 7 µM; actives 0.9% (n = 370,000);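 active = activation above the mean of all tested compounds plus 3 SD, computed per campaign excluding outliers beyond control limits, cut at about 13% in these data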
MBD2 DNA inh: MBD2-methylated oligo binding inhibition; TR-FRET, MBD2 binding to methylated oligonucleotide; inhibition, % at 4.4 µM; actives 0.31% (n = 370,000); AID 686964; in the data active = inhibition above about 13%
DDE Tn7 FP inh: DD(E)-Tn7 binding inhibition, primary FP screen. inhibition, % at 8.3 µM. P02675. actives 0.13% (n = 370,000). FP displacement of FITC-Tn7 peptide from fibrin DD(E); 0% = median of compound wells per plate;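 active = inhibition above the mean of compounds falling within the control limits plus 3 SD of them, cut at about 14% in these data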;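 also: 0% = plate median of compound wells and 100% = 10 µM Aha-Tn7 peptide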
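Test system – human fibrin DD(E) · Times – 10 min preincubation, 3 h with tracer, room temperature · Detection – fluorescence polarization of the labelled Tn7 tracer · Measure – percent inhibition normalized to high-control wells · Benchmarks – high control wells with 10 µM unlabelled Aha-Tn7 peptide (full inhibition) · Repeats – singlicate testing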
SIAE primary: inhibitors of human sialic acid acetylesterase SIAE; SIAE FP-Rh probe binding, fluorescence polarization; actives 0.69% (n = 370,000); Q9HAT2; inhibition, % at 9.66 µM;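 active = inhibition above a cutoff: mean of compounds within the control limits plus 3 SD of those, cut at about 17% in these data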;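 also: 0% = plate median of compound wells and 100% = probe without SIAE protein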
Target sequence (Q9HAT2 whole entry, looked up): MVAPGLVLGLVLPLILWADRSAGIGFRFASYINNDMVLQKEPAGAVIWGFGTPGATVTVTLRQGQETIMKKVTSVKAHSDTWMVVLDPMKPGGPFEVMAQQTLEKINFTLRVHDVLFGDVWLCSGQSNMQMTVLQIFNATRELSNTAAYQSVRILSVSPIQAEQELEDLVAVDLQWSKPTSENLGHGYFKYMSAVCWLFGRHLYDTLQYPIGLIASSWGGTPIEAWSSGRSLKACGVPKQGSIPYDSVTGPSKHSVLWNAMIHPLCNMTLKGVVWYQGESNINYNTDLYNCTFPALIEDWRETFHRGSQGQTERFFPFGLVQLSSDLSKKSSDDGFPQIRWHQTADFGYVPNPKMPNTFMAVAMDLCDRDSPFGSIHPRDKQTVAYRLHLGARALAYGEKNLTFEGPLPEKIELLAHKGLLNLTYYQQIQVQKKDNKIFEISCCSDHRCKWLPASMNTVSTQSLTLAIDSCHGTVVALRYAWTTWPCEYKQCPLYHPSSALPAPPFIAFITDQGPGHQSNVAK
* = called active by the depositor; nt = no result given.

SMILES	TDP2 inh	UHRF1 MBD2 ctr	PRMT1 FP inh	TCR-CD3 inh	Tn6 DDE FP	LEDGF integ inh	proKLK7 act	MBD2 DNA inh	DDE Tn7 FP inh	SIAE primary
Cn1c2ccccc2c2cc(C(=O)O)ccc21	7.8	0.4	0.5	1.0	1.9	1.5	0.9	2.9	-6.9	-6.0
CCOC(=O)[C@]12CCC=C1N(Cc1ccccc1)C(=O)[C@H](CC(=O)NCC13CC4CC(CC(C4)C1)C3)C2	-9.1	-5.3	-2.4	8.0	1.4	2.2	0.1	-5.4	1.1	-6.7
Cc1cc(C)n(-c2nnc(C)n2NS(C)(=O)=O)n1	6.4	16.5	-1.7	5.7	-0.5	0.4	-0.1	4.2	-0.1	0.9
Cc1c(NC(=O)C(C)OC(=O)c2c3c(nc4ccccc24)CCC(C)C3)c(=O)n(-c2ccccc2)n1C (configuration not stated)	-9.3	1.0	2.9	-9.5	1.9	-7.4	-0.3	3.1	12.0	-4.2
CCC(O)c1cc2c(cc1NC(=O)c1ccc(C)cc1)OCCO2 (configuration not stated)	-3.3	-0.9	0.9	3.7	-1.5	2.6	0.6	-4.4	-3.3	-4.5
O=C(COC(=O)c1ccc(O)cc1)NCC1CCCO1 (configuration not stated)	9.7	-1.1	-2.7	2.7	2.7	2.7	0.4	-3.4	-3.6	-3.6
C=CCn1c(N)nc2ccccc21	7.1	1.2	-3.2	4.6	-2.7	0.9	-0.3	-7.7	4.5	2.3
CCn1c(NCc2cc(OC)c(OC)c(OC)c2)nc2ccccc21	-7.1	14.3	-1.5	-1.4	-0.7	-1.8	-0.5	4.0	0.6	-6.3
COc1ccc(NC(=O)CN(C)C(=O)CC2CCCCC2)cc1	-1.1	0.1	1.3	-4.8	-2.0	1.4	-0.8	3.3	-4.7	-2.6
CC1CCN(C(=O)CSc2nnc(-c3cc4ccccc4cc3O)n2Cc2ccco2)CC1	-17.1	-1.9	1.7	7.0	-1.4	-0.7	-0.6	-6.5	-4.4	5.6
Cc1cccc(C)c1NC(=O)CNC(=O)CCC(=O)c1cccs1	-4.5	1.0	0.0	-2.9	-5.7	-1.1	0.7	2.1	4.6	-3.2
CCOC(=O)C1=C(C)N(C)C(=S)NC1c1c(OCC)ccc2ccccc12 (configuration not stated)	10.8	-2.6	-3.1	3.4	6.2	0.7	-0.3	-3.4	-1.7	3.0
COc1ccc(CCN2C(=O)c3ccccc3C2c2nnnn2-c2ccc3c(c2)OCCO3)cc1OC (configuration not stated)	-5.1	-2.5	-1.6	1.2	-0.9	3.3	-0.2	-4.4	-5.6	-2.2
CC(C)(C)Cc1nnc(NC(=O)CCc2ccccc2)s1	2.2	-1.8	1.4	-2.3	1.9	-3.6	0.5	2.7	8.0	1.9
COc1ccccc1N1CCN(CC(C)N(C(=O)C2CCCCC2)c2ccccn2)CC1 (configuration not stated)	-0.8	-0.4	1.7	9.0	-1.2	-1.3	1.6	3.1	1.0	10.1
CC(=O)C1=C(C)NC(C)=C(C(C)=O)C1c1cccs1	-4.2	-0.2	-2.7	2.7	4.6	6.3	0.1	-5.7	-4.2	2.3
CC1CCN(C(=O)COC(=O)c2cc(=O)[nH]c3ccccc23)CC1	-6.1	2.5	-4.2	-8.6	1.2	0.0	-14.9	-2.2	-2.2	-2.7
CCOC(=O)c1ccc(NC(=O)c2nc[nH]c2C(=O)N[C@@H](CC(C)C)C(=O)OCc2ccccc2)cc1	1.9	1.3	2.1	0.7	3.6	-2.4	0.4	1.9	6.9	-88.0
COC(=O)C1CN(Cc2ccc(F)cc2)CCS(=O)(=O)N1Cc1cn(Cc2ccc(Cl)cc2)nn1 (configuration not stated)	6.1	8.3	0.4	nt	3.5	-0.5	0.1	6.2	4.8	-0.5
C#CCSc1ncc(-c2ccccc2)cn1	-12.9	4.8	2.5	-1.1	3.5	6.0	-0.2	-3.8	-1.6	-5.0
O=[N+]([O-])c1ccc(N2CCN(c3cccc(Cl)c3)CC2)nc1	13.2	-0.8	-0.5	1.0	2.5	-4.3	-0.1	2.3	0.0	1.2
CCCCCn1nc(C(=O)N(CCOC)c2c(N)n(CCCC)c(=O)[nH]c2=O)c2ccccc2c1=O	10.8	-0.5	-0.9	2.1	9.5	0.8	-0.5	0.8	2.1	-1.7
COc1ccc(C)cc1N(C(=O)c1ccco1)C(C(=O)NC1CCCC1)c1cc(OC)c(OC)c(OC)c1 (configuration not stated)	-1.0	0.3	-2.6	7.2	8.7	1.9	-0.1	-2.9	-5.0	-1.1
COc1ccccc1-n1c(=O)c2c3c(sc2n2c(SC)nnc12)CCC3	-7.6	-1.0	-1.9	1.8	0.9	4.0	-0.2	8.2	-7.9	-2.0
O=C1OC(c2cccs2)=N/C1=C/c1ccc(-c2cccc(C(=O)O)c2)o1	5.0	44.5*	19.2	2.6	8.0	28.9*	0.7	7.8	2.2	-3.5
CCOC(=O)C1(Cc2cccc(F)c2)CCN(C(=O)COC)CC1	-12.9	3.2	-0.9	-10.1	-5.1	-0.1	-0.5	5.8	-4.3	4.5
COc1ccccc1N1CCN(S(=O)(=O)c2cccs2)CC1	-5.8	39.2*	0.9	-2.3	-5.7	-2.8	0.4	-2.8	0.4	2.0
O=C(CS(=O)(=O)Cc1ccccc1)NCCc1ccc(F)cc1	8.4	1.3	3.8	-10.5	-5.6	-4.2	-0.3	2.0	-1.0	0.2
Cc1ccc(C)c(-n2c(-c3ccncc3)n[nH]c2=S)c1	5.6	-1.7	0.2	1.5	-1.2	-2.7	-0.6	3.8	4.3	-3.2
O=C(/C=C/Nc1cccc(C(F)(F)F)c1)c1ccc(Oc2ncccn2)cc1	-1.3	1.5	-1.3	1.7	8.7	-3.0	-0.1	-4.2	1.8	-5.1

Shown as a hit in UHRF1 MBD2 ctr, of those listed so far:
molecule | TDP2 inh | UHRF1 MBD2 ctr | PRMT1 FP inh | TCR-CD3 inh | Tn6 DDE FP | LEDGF integ inh | proKLK7 act | MBD2 DNA inh | SIAE primary
O=C1OC(c2cccs2)=N/C1=C/c1ccc(-c2cccc(C(=O)O)c2)o1 | 5.0 | 44.5* | 19.2 | 2.6 | 8.0 | 28.9* | 0.7 | 7.8 | -3.5
COc1ccccc1N1CCN(S(=O)(=O)c2cccs2)CC1 | -5.8 | 39.2* | 0.9 | -2.3 | -5.7 | -2.8 | 0.4 | -2.8 | 2.0

Remaining list, next part.
SMILES	TDP2 inh	UHRF1 MBD2 ctr	PRMT1 FP inh	TCR-CD3 inh	Tn6 DDE FP	LEDGF integ inh	proKLK7 act	MBD2 DNA inh	DDE Tn7 FP inh	SIAE primary
O=C(NCc1ccccc1Cl)c1cnn2cccnc12	-1.1	-1.9	0.7	0.3	-0.9	-5.7	1.4	1.1	-1.9	5.1
O=C1NC[C@H](Cc2ccccc2)N(C[C@H]2CCCN2C[C@H](Cc2ccccc2)N2C[C@H](Cc3ccccc3)N(CC3CCCCCC3)C(=O)C2=O)C1=O	-3.5	-1.9	1.5	5.7	2.5	-1.9	1.5	-1.1	1.5	-1.2
Cc1ccc(-c2nc(SCC(=O)c3c(N)n(C4CC4)c(=O)[nH]c3=O)n[nH]2)cc1	8.4	-0.1	4.9	-2.3	4.8	4.1	1.0	3.3	3.1	-0.9
CC(=O)Nc1nc(-c2ccccc2)cc(-c2ccco2)c1C#N	3.9	-4.4	0.0	-1.1	-2.8	0.6	2.3	4.3	-6.1	-7.7
CSc1nsc(SCC(=O)Nc2ccc(OC(C)=O)cc2)n1	4.4	1.7	5.0	-0.1	-2.4	4.6	0.7	-1.1	7.3	-2.9
Cc1cc(C)c(S(=O)(=O)NCc2ccc3c(c2)OCO3)c(C)c1	-9.8	-0.9	-4.5	-5.8	6.1	2.3	0.4	2.9	-1.6	-4.9
COC(=O)c1ccc(CSc2nc3ccccc3c(=O)n2-c2ccc(OC)c(OC)c2)o1	4.9	-1.2	3.8	-3.4	0.7	-0.7	-1.6	0.8	-5.7	6.0
CC(C)(C)n1nc2c(c1NC(=O)Cc1ccc([N+](=O)[O-])cc1)CS(=O)(=O)C2	-6.0	-0.2	0.2	3.7	4.2	-1.5	0.3	2.1	2.2	-5.2
NC(=O)CC(NC(=O)Cc1ccc(Br)cc1)c1ccc(NC2CC3CCC2C3)c([N+](=O)[O-])c1 (configuration not stated)	0.4	-3.4	-0.3	-1.8	-1.7	0.4	-0.3	-3.0	-4.8	-3.9
CC1(C)CC(=O)C(C(=O)Cc2ccccc2[N+](=O)[O-])C(=O)C1	7.5	10.5	1.4	-5.9	0.0	-2.6	0.2	4.5	9.6	-2.2
Cc1ccc(NC(=S)NN2CCN(C)CC2)cc1	10.6	-4.1	-1.9	-4.8	6.0	1.2	0.1	1.8	-5.0	4.3
O=C(Cn1ncc(N2CCCC2)c(Br)c1=O)c1ccc(Cl)cc1	1.6	-1.2	-2.3	-2.1	3.4	6.8	0.1	-6.6	-2.0	10.8
COCCNCCCOc1ccc(C)cc1Br	8.3	2.1	0.5	-1.5	-3.1	-0.3	0.5	4.1	2.1	8.6
COC(=O)c1ccc2nc(-c3ccccc3)c(Cc3ccccc3)n2c1	-10.9	10.6	2.1	11.9	-0.9	-2.9	-5.1	1.1	5.6	1.8
CN(C(=O)COC(=O)CSc1ccccc1)c1c(N)n(Cc2ccccc2)c(=O)[nH]c1=O	-1.0	3.5	3.4	1.2	-12.2	6.0	-0.5	9.9	4.2	-4.7
CCCCCCCCNS(=O)(=O)CCNCc1ccco1	-1.8	-2.5	-3.5	2.2	3.9	1.5	0.0	1.9	5.3	10.9
CCOC(=O)CNc1ccc2c(c1)OCO2	4.6	-4.0	13.3	0.1	7.2	-4.1	1.3	-4.0	-6.2	10.0
O=C(NCc1ccc(Cl)cc1)OCCN1C(=O)CCC12CCC(c1ccccc1)CC2 (configuration not stated)	-1.9	-0.4	-0.7	nt	-3.2	-2.7	1.1	-1.4	1.4	4.5
O=C(Nc1ccc(C(F)(F)F)cc1)c1cc(S(=O)(=O)NCC2COc3ccccc3O2)ccc1F (configuration not stated)	-4.3	0.7	0.7	-3.7	-5.0	-0.4	-0.8	7.8	-1.2	-24.0
COc1ccc(NC(=O)CCNS(=O)(=O)c2cccc3nsnc23)c(OC)c1	-2.4	14.8	-0.7	4.7	2.6	3.6	-0.2	6.6	2.1	-0.5
CCCCC1CCC(C(=O)OC(C)C(=O)Nc2ccc(NC(C)=O)cc2)CC1 (configuration not stated)	-8.0	-3.9	-1.3	-0.7	-0.2	2.4	0.0	-4.8	4.5	2.1
O=C(NNC(=O)C1C2C=CC(C2)C1C(=O)O)c1cc(Cl)ccc1O (configuration not stated)	-2.5	-1.6	-0.3	2.5	-4.5	3.5	4.5	-4.9	4.8	4.9
COc1cccc(N2C(=O)CC(N3CCC(c4nc5ccccc5[nH]4)CC3)C2=O)c1 (configuration not stated)	-9.3	2.0	60.0*	5.4	-1.6	-4.3	-0.4	5.8	2.6	0.7

Outcome played no part in choosing rows. About 4.6% of those tested had a hit in this group.
